Source: PubChem BioAssay
Siah-1 displacement: Siah-1 peptide-binding antagonists, primary screen, biochemical, fluorescence polarization, rhodamine-plectin, uHTS (AID 1817); displacement, % at 20 µM, or IC50 in µM where a hit was titrated; Siah-1 / rhodamine-plectin peptide fluorescence polarization; higher % means a stronger effect; 0.02% of 290,000 active;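 active = displacement of at least 50% at 20 µM, with a fluorescence ratio check between 0.3 and a set limit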;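 note: plate controls were Siah plus tracer with DMSO for no effect and tracer alone without Siah for full effect; strong numbers were not always called active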
AID2073: inhibitors of Mint1-CaV2.2 protein interaction, biochemical, HTRF (AID 2073); 0.19% of 290,000 active; inhibition, % at 20 µM, or IC50 in µM where a hit was titrated; HTRF protein-protein interaction, Mint1-CaV2.2; higher % means a stronger effect; in the data active = inhibition mostly above about 51%, no sharp cut-off; note: some results filed as inactive read as strong as hits
GPR35 arrestin U2OS: GPR35 antagonists blocking zaprinast-driven arrestin recruitment, primary screen, imaging, U2OS, beta-arrestin-GFP, zaprinast agonist (AID 2058); one-dose inhibition, % at 10 µM; IC50 in µM for titrated hits; 0.052% of 290,000 active; U2OS GPR35 beta-arrestin-GFP translocation imaging, zaprinast antagonism; higher % means a stronger effect;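 active = inhibition of at least 50% with at least 30 cells and total cytoplasm GFP at most 10,000,000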
HIV fusion peptide: inhibitors of HIV fusion peptide binding, primary screen, biochemical, uHTS, fluorescence dequenching (AID 1986) | 0.3% of 290,000 active | cell-free peptide binding, fluorescence dequenching, 30 min; higher % means a stronger effect | inhibition, % at 20 µM; hits with a dose series show IC50 in µM; in the data active = inhibition mostly above about 52%, no sharp cut-off; inactive = mostly below about 76%; note: some results filed as inactive read as strong as hits
NOD1 NF-kB reporter: NOD1 signaling inhibitors, primary screen, cell-based, luminescence, uHTS (AID 1578); NOD1-driven NF-kB luciferase reporter cells, luminescence; higher % means a stronger effect; 1% of 290,000 active; inhibition, % at 4 µM; hits with a dose series show EC50 in µM; in the data active = inhibition mostly above about 36%, no sharp cut-off; inactive = mostly below about 34%;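 note: HEK-293T reporter cells stimulated with the NOD1 agonist gamma-tri-DAP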
GPR55 LPI antagonism: GPR55 antagonists blocking LPI-driven arrestin recruitment, primary screen, imaging, U2OS, beta-arrestin-GFP, LPI agonist (AID 2013); inhibition, % at 10 µM; hits with a dose series show IC50 in µM; G-protein coupled receptor 55 (Homo sapiens); 0.13% of 290,000 active; U2OS GPR55 beta-arrestin-GFP translocation imaging, LPI antagonism; higher % means a stronger effect;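 active = spots per cell inhibited over 60%, with over 100 cells counted and total cytoplasm intensity under 500,000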;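 note: U2OS cells stably carrying GPR55 and arrestin-GFP stimulated by 5 µM LPI near EC80; imaged beta-arrestin-GFP aggregate spots per cell after agonist stimulation; plate controls were LPI-stimulated DMSO wells for no effect and DMSO wells without LPI for full effect; some results filed as inactive read as strong as hits; confirmed hits need IC50 under 10 µM and bright autofluorescent wells are also inconclusive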
KOR beta-arrestin-1: KOR agonists, beta-arrestin recruitment, primary screen, cell-based, luminescence, uHTS (AID 1777) | KOR beta-arrestin recruitment, luminescence; higher % means a stronger effect | activation, % at 10 µM; hits with a dose series show EC50 in µM | 0.02% of 280,000 active; in the data active = activation above about 50%, passing the limit was not always enough; note: a part of the inactive calls stands beside numbers as strong as those of hits
KOR beta-arrestin-2: KOR antagonists, beta-arrestin recruitment, cell-based, luminescence, uHTS (AID 1778). Kappa-type opioid receptor (Homo sapiens). KOR beta-arrestin recruitment, luminescence, antagonist mode; higher % means a stronger effect. inhibition, % at 10 µM, or IC50 in µM where a hit was titrated. 0.091% of 290,000 active; in the data active = inhibition above about 50%; note: strong numbers were not always called active
GPR55 activation: GPR55 agonists via beta-arrestin recruitment, primary screen, imaging, U2OS cells, beta-arrestin-GFP redistribution (AID 1961); U2OS GPR55 beta-arrestin-GFP redistribution imaging; higher % means a stronger effect; one-dose activation, % at 10 µM; EC50 in µM for titrated hits; 0.048% of 290,000 active;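 active = activation above 40% with more than 50 cells counted in the well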;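 note: U2OS osteosarcoma cells stably expressing GPR55 and beta-arrestin-GFP; plate controls were DMSO negative control for no effect and LPI positive control for full effect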
Active calls of the source: *; / = not tested or not shown; [ ] = remark or other dose.

nr	Molecule	Siah-1 displacement	AID2073	GPR35 arrestin U2OS	HIV fusion peptide	NOD1 NF-kB reporter
1	CCOC(=O)c1c(NC(=O)Cc2ccccc2)sc2c1CCN(CC)C2	-6%	6%	-10%	-0.1%	47%
2	Cc1nc2c(=O)n(-c3ccc(F)c(Cl)c3)nc(C)c2s1	0%	-20%	9%	-0.5%	-10%
3	Fc1ccc(CNC(=S)Nc2ccc(Cl)cc2)cc1	1%	-12%	2%	0.5%	-9%
4	COc1ccc(N(CC(=O)Nc2ccccc2SC)S(C)(=O)=O)cc1OC	-2%	-15%	7%	0.3%	-14%
5	O=C(Nc1cccc(F)c1)C1CCCN1C(=O)OCc1ccccc1 (configuration not stated)	-6%	3%	2%	-0.4%	-7%
6	O=C(c1cc(-c2cccs2)nc2ccccc12)N1CCN(S(=O)(=O)c2cccc(F)c2)CC1	6%	21%	-16%	1.7%	-14%
7	CCCCC1=CC2=C(c3ccco3)C(=O)C(C)(OC(=O)c3ccc(OC)cc3)C(=O)C2=CN1CC(C)C (configuration not stated)	-6%	7%	13%	2.9%	4%
8	CS(=O)(=O)c1ccc(C(=O)NC2CCCc3ccccc32)cc1 (configuration not stated)	-8%	-2%	5%	-1.5%	15%
9	O=C(CSc1ccccc1)Nc1ccncc1	3%	-5%	13%	0.5%	9%
10	c1ccc(N2N=C(c3cccs3)CC2c2ccco2)cc1 (configuration not stated)	3%	29%	4%	0.3%	-8%
11	Cc1ccc(C)c(NC(=S)NNC(=O)c2csc(C)c2C)c1	3%	-20%	6%	-1.3%	-53%
12	COc1ccc(NC(=O)C2CCCN2C(=O)NC2CCCCC2)c(OC)c1 (configuration not stated)	11%	5%	1%	0.9%	-4%
13	O=C(COc1ccc(/C=N/NC(=O)C(=O)N2CCCCCC2)cc1)Nc1ccccc1Cl	2%	9%	-2%	-0.9%	-15%
14	COC(=O)c1c(C)oc(C)c1S(=O)(=O)NCc1ccco1	-6%	-17%	12%	-1.4%	-16%
15	Cc1ccc(CNc2ccc(CNc3ncn[nH]3)cc2)cc1	4%	-7%	6%	-0.6%	-21%

nr	GPR55 LPI antagonism	KOR beta-arrestin-1	KOR beta-arrestin-2	GPR55 activation
1	-1%	-1.9%	-55%[20 µM]	0.4%
2	-17%	0.6%	-17%	0.6%
3	5%	11%	-2%	0.0%
4	-2%	1.4%	-18%	-0.1%
5	-3%	0.1%	-27%	0.2%
6	8%	-0.5%	16%	0.3%
7	-1%	1.3%	28%	-0.1%
8	-2%	5.1%	-46%	-0.3%
9	2%	3.3%	27%	0.0%
10	12%	-2.7%	-9%	0.0%
11	1%	-2.1%	/	-0.2%
12	19%	4.1%	-48%	-0.4%
13	9%	3.1%	0%	0.0%
14	0%	0.4%	16%	0.2%
15	7%	0.9%	-36%	0.3%

Retrieved one by one from the list above:
nr	Molecule	Siah-1 displacement	AID2073	GPR35 arrestin U2OS	HIV fusion peptide	NOD1 NF-kB reporter
11	Cc1ccc(C)c(NC(=S)NNC(=O)c2csc(C)c2C)c1	3%	-20%	6%	-1.3%	-53%
1	CCOC(=O)c1c(NC(=O)Cc2ccccc2)sc2c1CCN(CC)C2	-6%	6%	-10%	-0.1%	47%

nr	GPR55 LPI antagonism	KOR beta-arrestin-1	KOR beta-arrestin-2	GPR55 activation
11	1%	-2.1%	/	-0.2%
1	-1%	-1.9%	-55%[20 µM]	0.4%

Remaining list, next part.
nr	Molecule	Siah-1 displacement	AID2073	GPR35 arrestin U2OS	HIV fusion peptide	NOD1 NF-kB reporter
16	COc1ccc(N2CCN(C(=O)CSc3nnc(COc4cccc5cccnc45)o3)CC2)cc1	3%	-4%	1%	-1.9%	-6%
17	COc1cc(OC)cc(C(=O)Nc2ccccc2-c2nnn(CC(N)=O)n2)c1	6%	4%	-10%	0.1%	-29%
18	COc1ccc(S(=O)(=O)N(C)c2ccc(C(=O)N3CCOCC3)cc2)cc1	-1%	-2%	3%	1.3%	-26%
19	CCN1C(=O)c2ccc(C(=O)NCc3ccc4c(c3)OCO4)cc2C1=O	6%	9%	0%	-0.6%	5%
20	O=C(CN(C(=O)C1CSC(=O)C1)c1ccccc1F)NCc1ccc2c(c1)OCO2 (configuration not stated)	-1%	5%	3%	2.1%	-9%
21	Nc1ncnc2nc(SCCN3CCCCC3)[nH]c12	-1%	-7%	-6%	-3.8%	14%
22	Cc1ccc(C)c(N2CCN(C(=O)Nc3ccc4c(c3)N(C)C(=O)CS4)CC2)c1	-2%	21%	-4%	5.1%	27%
23	COc1ccc(C(=O)CN2C(=O)c3ccccc3C2=O)c(OC)c1C	-1%	1%	-6%	1.0%	-16%
24	COc1cc(CCC(=O)Nc2nnc(-c3cccnc3)s2)cc(OC)c1OC	20%	7%	-12%	-0.8%	-17%
25	O=C(COC(=O)CNS(=O)(=O)c1ccc2ccccc2c1)Nc1ccccc1Sc1ccccc1	18%	37%	24%	5.3%	-6%
26	CSc1ccccc1OCc1cc(C(=O)N(C)Cc2ccncn2)no1	5%	3%	-8%	-1.3%	-67%
27	CC(C)C(c1nnnn1Cc1ccccc1)N1CCc2ccccc2C1 (configuration not stated)	0%	-7%	-2%	-0.1%	12%
28	O=C(CSc1nnc(CNC(=O)c2ccc(F)cc2)o1)Nc1ccc2c(c1)OCCO2	-1%	15%	-23%	-0.8%	-2%
29	CC(C)c1ccc(/C=C2\SC(N3CCOCC3)=NC2=O)cc1	-3%	-2%	-2%	-0.9%	5%
30	C#CCNC(=O)C1=C[C@H](C)[C@@H](CCCO)[C@H](OCC)O1	0%	9%	-2%	-0.9%	-41%

nr	GPR55 LPI antagonism	KOR beta-arrestin-1	KOR beta-arrestin-2	GPR55 activation
16	17%	0.3%	5%	-0.1%
17	13%	-9.5%	-27%	-0.3%
18	-6%	-1.7%	-7%	-0.1%
19	11%	0.4%	-27%	0.0%
20	6%	-0.3%	-13%	-0.2%
21	-10%	-0.8%	-33%	-0.2%
22	7%	-3.2%	-24%	1.5%
23	12%	1.7%	-26%	-0.1%
24	-1%	-6.1%	1%	0.4%
25	11%	0.3%	-6%	-0.3%
26	8%	9.0%	1%	-0.1%
27	7%	1.4%	12%	-0.2%
28	-10%	5.7%	-4%	-0.1%
29	2%	0.9%	15%	0.4%
30	4%	-2.1%	-6%	0.2%

(more compounds)
nr	Molecule	Siah-1 displacement	AID2073	GPR35 arrestin U2OS	HIV fusion peptide	NOD1 NF-kB reporter
31	C=CCOc1ccc(CNn2cn[nH]c2=S)cc1OC	7%	-22%	-5%	-0.2%	-4%
32	Cc1cccc2sc(NNC(=O)C3=COCCO3)nc12	-3%	-12%	15%	-2.9%	-4%
33	COc1ccc(Cl)cc1S(=O)(=O)n1cnc2ccccc21	-2%	2%	15%	-1.1%	20%
34	Cn1c(=O)c2c(nc(CN3CCN(C(=O)c4ccco4)CC3)n2CCc2ccccc2)n(C)c1=O	-1%	7%	7%	0.9%	-1%
35	O=C(O)c1ccc(CNCc2ccccc2Cl)cc1	4%	-3%	1%	-1.8%	-10%
36	Cc1cccc(C)c1NC(=O)CNC(=O)c1cccnc1	-2%	10%	-5%	-2.1%	-7%
37	Cc1ccc(/C=N/NC(=O)NC23CC4CC(CC(C4)C2)C3)o1	-1%	0%	8%	-1.3%	-2%
38	COc1cccc(OCCOCCOc2ccc(C)cc2[N+](=O)[O-])c1	0%	-1%	-4%	-2.0%	-12%
39	O=C(CSc1nc2ccccc2c(=O)n1C1CC1)NCc1ccccc1	2%	6%	11%	1.9%	-26%
40	Cc1ccc(C(=O)n2nc(-c3ccccc3)nc2NCc2ccco2)cc1	4%	-5%	1%	-4.5%	/
41	CC1(C)CC(=O)C=C(NNC(=O)c2ccc(N)cc2)C1	-2%	-2%	14%	0.6%	-4%
42	Cc1ccc(-c2ocnc2C(=O)N2CCOCC2)cc1	1%	-9%	1%	0.9%	-2%
43	CCN(CCn1cccn1)C(=O)CCc1nnc(Cc2c[nH]c3ccccc23)o1	2%	18%	2%	0.3%	-37%
44	CC1CN(S(=O)(=O)c2cccs2)CC(C)O1 (configuration not stated)	11%	4%	10%	27%	35%*
45	CCC1C(=O)N=C(SCC(=O)Nc2ccc(C)cc2)N(c2ccccc2)C1=O (configuration not stated)	-1%	9%	-6%	1.7%	-11%

nr	GPR55 LPI antagonism	KOR beta-arrestin-1	KOR beta-arrestin-2	GPR55 activation
31	-16%	-2.3%	21%	0.4%
32	12%	1.4%	25%	0.2%
33	-16%	6.0%	-37%	-0.1%
34	21%	-0.4%	-25%	0.3%
35	-8%	-0.8%	-2%	0.1%
36	16%	0.0%	8%	-0.1%
37	1%	1.6%	-8%	-0.1%
38	-3%	-1.7%	-11%	0.2%
39	-1%	0.8%	-27%	0.0%
40	-2%	0.5%	13%	-0.2%
41	4%	1.3%	-44%	0.9%
42	1%	-1.7%	17%	0.3%
43	20%	/	-20%[20 µM]	0.3%
44	1%	6.0%	-126%	-0.1%
45	-1%	0.1%	-13%	0.4%

Carrying on:
nr	Molecule	Siah-1 displacement	AID2073	GPR35 arrestin U2OS	HIV fusion peptide	NOD1 NF-kB reporter
46	Cc1nn(Cc2ccc(Cl)cc2Cl)c(C)c1NC(=O)CCl	2%	0%	6%	-0.8%	-16%
47	COc1ccc(CCNC(=O)c2c(O)c3cccc4c3n(c2=O)CC4)cc1	-2%	2%	-6%	-1.7%	-20%
48	Cc1ccc(NC(=O)CN2CCc3ccccc3C2)cc1C	1%	-5%	6%	1.7%	-19%
49	O=C(Nc1nnc(-c2ccc(Cl)cc2)o1)Nc1ccccc1Cl	-3%	2%	5%	-0.7%	5%
50	CCOC(=O)CSc1cc(=O)n(CC)c2ccccc12	4%	7%	0%	-0.8%	-12%
51	COc1ccc(N2CC(C)Cn3c2nc2c3c(=O)n(Cc3ccc(C)cc3)c(=O)n2C)c(OC)c1 (configuration not stated)	-1%	28%	12%	-3.0%	-4%
52	COc1ccc(NC(=O)c2cc(-c3cc(OC)c(OC)c(OC)c3)nc3ccccc23)c(OC)c1	1%	6%	-19%	-0.4%	27%
53	Nc1nc(Br)c2c(F)cccc2c1-c1ccc(F)cc1	1%	-1%	-2%	-1.4%	19%

nr	GPR55 LPI antagonism	KOR beta-arrestin-1	KOR beta-arrestin-2	GPR55 activation
46	0%	-0.2%	-24%	-0.4%
47	-1%	0.2%	17%	-0.1%
48	-2%	-5.0%	-12%	-0.1%
49	/	7.9%	-7%	-0.1%
50	16%	-3.4%	5%	-0.1%
51	-4%	-1.4%	-6%	1.6%
52	-4%	-5.8%	-2%	0.2%
53	9%	0.6%	12%	-0.3%

Down the list, from the results shown.
GPR55 activation, compounds 46–53, in order: -0.4%, -0.1%, -0.1%, -0.1%, -0.1%, 1.6%, 0.2%, -0.3%
HIV fusion peptide, compounds 46–53, in order: -0.8%, -1.7%, 1.7%, -0.7%, -0.8%, -3.0%, -0.4%, -1.4%
GPR55 LPI antagonism, compounds 46–53, in order: 0%, -1%, -2%, /, 16%, -4%, -4%, 9%

These rows are one share of the data; the hit share may differ from the screen's.
